Mito fusion act – qHTS Assay for Small Molecule Inhibitors of Mitochondrial Division or Activators of Mitochondrial Fusion; S. cerevisiae fusion-defective mutant growth rescue, CellTiterGlo 48 h; Potency, µM (series often up to 46.1 µM), for inactives: at the top dose growth rescue (activation), most hits filed as activators; AID 485298, 2010; 0.23% of 320,000 active;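 also: potency is read from the fitted curve at half-maximal effect; % of control where 0% means no effect; nearly all actives have a fitted effect of over 45% in size; temperature-sensitive fusion mutants such as fzo1-1 at 37 °C on non-fermentable ethanol glycerol medium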
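Temperature-sensitive fusion-defective S. cerevisiae (e.g. fzo1-1, mgm1-5) were grown with compound in YPEG medium (3% ethanol, 3% glycerol) for 48 hours at 37C. Growth rescue was measured as viability by CellTiterGlo luminescence after 10 minutes at ambient.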
PKM2 activator – qHTS Assay for Activators of Human Muscle isoform 2 Pyruvate Kinase | Pyruvate kinase PKM (Homo sapiens), P14618 | 0.34% of 260,000 active | AID 1631, 2009 | Potency, µM (series often up to 57.5 µM), for inactives: at the top dose activation, actives largely listed as activators | purified PKM2, Kinase-Glo ATP luminescence, activation; response scale: 0% is enzyme alone, no compound; also: potency is read from the fitted curve at half-maximal effect; % is scaled to controls: 0 for no effect and ±100 for the full control effect; nearly all actives have a fitted effect of over 55% in size
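ATP formation by purified human PK-M2, quantified via coupled luciferase luminescence after 1 h at room temperature with 0.1 mM ADP and 0.5 mM PEP final.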
Gal4-VP16 FLuc – VP16 counterscreen qHTS for inhibitors of ROR gamma transcriptional activity; Potency, µM (series often up to 53.6 µM), for inactives: at the highest dose activity, negative = inhibition, usual class: inhibitors; 3.5% of 310,000 active; Drosophila S2 Gal4-VP16 UAS-luciferase, luminescence, 20 h;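 also: Gal4-VP16 expression switched on by copper sulfate through the metallothionein promoter; potency is read from the fitted curve at half-maximal effect; % is scaled to controls: 0 for no effect and ±100 for the full control effect; nearly all actives have a fitted effect of over 50% in size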
KCNH2 3.1 block – qHTS for Inhibitors of KCHN2 3.1: Mutant qHTS; Potassium voltage-gated channel subfamily H member 2, brain isoform KCNH2 3.1 (human); U2OS KCNH2 3.1, thallium flux FluxOr; active compounds read low; activity change, % (tested at about 1.8 µM); 0.95% of 340,000 active; AID 720553, 2013;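 active = maximum activity change below -70%; inconclusive = maximum activity change from -70% to -50%; inactive = maximum activity change above -50%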;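 also: thallium influx rate constant from kinetic fluorescence after stimulation buffer; % is scaled to controls: 0 for no effect and ±100 for the full control effect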
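Measured as rate of thallium-driven FluxOr signal in transduced U2OS cells carrying the 3.1 channel, read kinetically for 2 min upon stimulation; values are rate constants scaled to DMSO control wells.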
FLuc counter – qHTS profiling assay for firefly luciferase inhibitor/activator using purifed enzyme and Km concentrations of substrates (counterscreen for miR-21 project); purified FLuc, Km substrates, luminescence inhibition; Potency, µM (titrated, usually from 57.5 µM), inactives show top-dose activity change, negative = inhibition, usual class: inhibitors; 6.9% of 360,000 active; AID 588342, 2011;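 also: potency is read from the fitted curve at half-maximal effect; plate controls were vehicle for no effect and reference inhibitor for full effect; nearly all actives have a fitted effect of over 55% in size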
Target sequence (P08659 whole entry, looked up): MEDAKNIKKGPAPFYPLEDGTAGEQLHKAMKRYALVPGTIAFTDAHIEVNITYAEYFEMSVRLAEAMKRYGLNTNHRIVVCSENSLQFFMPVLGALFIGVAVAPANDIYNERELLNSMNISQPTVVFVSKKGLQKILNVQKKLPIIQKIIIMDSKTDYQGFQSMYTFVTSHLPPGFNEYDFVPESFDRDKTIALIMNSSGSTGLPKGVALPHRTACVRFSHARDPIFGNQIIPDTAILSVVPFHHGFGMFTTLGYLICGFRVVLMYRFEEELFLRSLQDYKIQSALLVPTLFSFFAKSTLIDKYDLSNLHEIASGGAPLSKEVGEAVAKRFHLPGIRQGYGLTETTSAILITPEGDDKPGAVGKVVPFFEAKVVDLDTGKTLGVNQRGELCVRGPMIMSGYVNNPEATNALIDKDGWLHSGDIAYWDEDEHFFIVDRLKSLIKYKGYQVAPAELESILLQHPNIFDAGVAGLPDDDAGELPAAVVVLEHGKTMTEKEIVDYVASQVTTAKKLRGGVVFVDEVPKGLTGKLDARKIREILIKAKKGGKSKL
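Biochemical qHTS of compounds, final roughly 60 µM downward over six points, against 10 nM purified firefly luciferase using Km concentrations of substrates (10 uM D-luciferin, 10 uM ATP) in Tris acetate pH 7.5 buffer; luminescence output.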
RORgamma inh – qHTS for inhibitors of ROR gamma transcriptional activity; AID 2551, 2010; Drosophila S2 Gal4-RORgamma UAS-luciferase reporter, 20 h; 5.4% of 310,000 active; Potency, µM (top dose mostly 53.6 µM), for inactives: top-dose activity change, negative = inhibition, hits mostly inhibitors; Nuclear receptor ROR-gamma (Mus musculus), P51450; also: potency is read from the fitted curve at half-maximal effect; % is scaled to controls: 0 for no effect and ±100 for the full control effect; nearly all actives have a fitted effect of over 60% in size
Target sequence (P51450 whole entry, looked up, the tested form may be a part): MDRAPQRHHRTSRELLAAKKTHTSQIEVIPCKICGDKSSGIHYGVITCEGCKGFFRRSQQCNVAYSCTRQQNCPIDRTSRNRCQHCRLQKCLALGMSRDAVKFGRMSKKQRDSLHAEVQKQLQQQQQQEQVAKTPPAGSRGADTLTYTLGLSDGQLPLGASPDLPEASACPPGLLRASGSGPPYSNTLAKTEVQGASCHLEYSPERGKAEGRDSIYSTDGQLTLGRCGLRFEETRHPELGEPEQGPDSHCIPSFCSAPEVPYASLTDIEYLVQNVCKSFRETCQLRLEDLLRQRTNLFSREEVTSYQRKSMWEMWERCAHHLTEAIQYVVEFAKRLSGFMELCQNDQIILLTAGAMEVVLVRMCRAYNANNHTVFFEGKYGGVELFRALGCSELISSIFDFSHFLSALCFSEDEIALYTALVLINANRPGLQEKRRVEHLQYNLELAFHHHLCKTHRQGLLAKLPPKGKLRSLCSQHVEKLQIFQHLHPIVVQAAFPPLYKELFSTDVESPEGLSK
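A Gal4/UAS one-hybrid system in insect cells: metallothionein-promoter Gal4–ROR gamma fusion plus Photinus luciferase reporter. Copper sulfate 700 uM final, 20 hr ambient incubation, luminescent detection after 10 min with reagent.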
NPC1 promoter act – qHTS Assay for NPC1 Promoter Activators; AID 485313, 2010; Huh7 NPC1 promoter luciferase reporter, 24 h; Potency, µM (highest dose often 9.22 µM), without a hit: at the top dose activation, hits mostly activators; 2.4% of 320,000 active;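 also: potency is read from the fitted curve at half-maximal effect; % of control where 0% means no effect; nearly all actives have a fitted effect of over 60% in size; reporter is driven by a mutant NPC1 promoter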
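NPC1 promoter–luciferase Huh7 cells; 24 h compound; luminescence.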
MBNL1 CUG block – qHTS Assay for Inhibitors of MBNL1-poly(CUG) RNA binding; Potency, µM (titrated, usually from 57.5 µM), for inactives: top-dose activity change, negative = inhibition, most hits filed as inhibitors; 0.036% of 280,000 active; Muscleblind-like protein 1 (Homo sapiens), Q9NR56; TR-FRET MBNL1-His/biotin-(CUG)12 binding, 665/545 ratio; active = well fitted inhibition curve with a large enough effect in the signal ratio, with a control signal flat, not every such curve was filed as active; inconclusive = small, poorly fitted or top-dose-only effect, or effect the other way, or a change in a side signal; inactive = no such curve, though single readings can be large or run the other way; the % refers to the signal ratio; also: potency is read from the fitted curve at half-maximal effect; % is scaled to controls: 0 for no effect and ±100 for the full control effect
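MBNL1-His + Biotin-(CUG)12, cpd titration 92 nM–58 uM; Tb anti-His Ab 0.055 ng/ul, SA-XL665 5 nM (final); 60 min RT; ratiometric 665/545 nm, Ex 340 nm; normalized to buffer and full-complex controls.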
ELG1 DNA repair – qHTS screen for small molecules that inhibit ELG1-dependent DNA repair in human embryonic kidney (HEK293T) cells expressing luciferase-tagged ELG1 | HEK293T ELG1-luciferase reporter, luminescence, 16 h; DNA damage induced by 5-fluorouridine | Potency, µM (doses to about 46.1 µM), inactives show at the top dose activity change, negative = inhibition, hits mostly inhibitors | 2.3% of 330,000 active | AID 504467, 2011; also: potency is read from the fitted curve at half-maximal effect; % is scaled to controls: 0 for no effect and ±100 for the full control effect; nearly all actives have a fitted effect of over 55% in size
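DMSO vehicle served as the neutral condition. Each well held 2,000 cells given 5-fluorouridine plus compound; after 16 hr at 37 °C/5% CO2, ONE-Glo was added and luciferase measured 30 min later.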
Rab9 prom act – qHTS Assay for Rab9 Promoter Activators; AID 485297, 2010; 2.8% of 320,000 active; Huh7 Rab9 promoter-luciferase reporter, luminescence, 24 h; Potency, µM (highest dose often 9.22 µM), for inactives: top-dose activation, negative = inhibition, hits mostly activators; also: potency is read from the fitted curve at half-maximal effect; % of control where 0% means no effect; nearly all actives have a fitted effect of over 60% in size
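Quantitative HTS format; Huh7 Rab9-luciferase reporter cells (1500/well) receive compound 2 h post-plating, incubate 24 h at 37 °C, then get luciferase reagent for 10 min before luminescence reading.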
Menin-MLL TR inh – qHTS Assay for Inhibitors Targeting the Menin-MLL Interaction in MLL Related Leukemias: Competition With Texas Red Labeled MLL-derived Mutant Peptide. O00255. Menin + Texas Red MLL mutant peptide, fluorescence polarization. AID 1768, 2009. 0.23% of 270,000 active. Potency, µM (series often up to 61.6 µM), for the others: top-dose FP activity change, negative = inhibition, most hits filed as inhibitors; active = well fitted inhibition curve with a large enough effect in the polarisation, with a control signal flat, not every such curve was filed as active; inconclusive = small, poorly fitted or top-dose-only effect, or effect the other way, or a change in a side signal; inactive = no such curve, though single readings can be large or run the other way; the % refers to the polarisation; also: potency is read from the fitted curve at half-maximal effect; % of control where 0% means no effect; many of its hits are not listed in these tables
An asterisk follows results filed as active; ? = inconclusive; / = not tested or not shown; [ ] = another dose, or the depositor's remark. Unless noted, calls follow the shape of the dose curve; as a rule, active = well fitted curve in the direction sought with a large enough effect; inconclusive = small, poorly fitted or top-dose-only effect, or another doubt; inactive = no such curve, though single readings can be large; an effect the other way counts as inactive or inconclusive. This is a subset; count on the stated rates, not on these rows.

SMILES	Mito fusion act	PKM2 activator	Gal4-VP16 FLuc	KCNH2 3.1 block	FLuc counter	RORgamma inh	NPC1 promoter act	MBNL1 CUG block	ELG1 DNA repair	Rab9 prom act	Menin-MLL TR inh
COc1cc(OC)cc(C(=O)NCCNc2nc3cc(C)cc(C)c3cc2C#N)c1	1.3%	-0.6%	2.3%	31.5	-0.7%	43.4%[1.91 µM]	-1.6%	124.4%[activator]	16.4µM*	-1.6%	9.1%
O=C(CN1CCOc2ccccc21)N1CCCC1	-0.4%	1.2%	4.0%	-25.7	?	-5.5%	-0.7%	1.6%	4.1%	1.3%	-6.6%
Cn1c(-c2ccc(C=O)s2)nc2ccccc21	-0.3%	-15.6%	-19.7%	-0.9	?	?	-1.9%	?	?	1.0%	-2.8%
O=C(CCc1nc2ccccc2c(=O)[nH]1)Nc1nnc(SCc2ccc(F)cc2)s1	1.9%	/	/	5.7	4.5%	/	-1.2%	/	0.1%	-0.6%	/
COc1ccc(C(=O)Nc2cc(-c3nn4c(C)nnc4s3)ccc2C)cc1	-2.3%	0.4%	2.9%	5.3	1.7%	22.2%	0.5%	3.0%	-1.8%	-3.1%	-7.0%[11.7 µM]
CC(=O)Nc1cccc(NC(=O)C2CCCN2C(=O)Nc2ccccc2C)c1 (stereo not given)	-0.6%	-1.8%	-2.9%	3.6	3.4%	6.4%	0.3%	11.5%	?	2.2%	14.6%
CN(Cc1ccccc1)C(=O)C1CCC(CNS(=O)(=O)c2cccc3cccnc23)CC1 (stereo not given)	-2.8%	15.0%	-11.9%	-10.2	3.5%	31.4%	-2.4%	8.8%	?	-0.3%	/
Cc1cc2cc(C(c3nnnn3CC3CCCO3)N3CCCc4ccccc43)c(=O)[nH]c2cc1C (stereo not given)	4.3%	1.9%	-7.7%	-30.2	-9.9%	-1.7%	-2.3%	?	9.0%	-1.7%	/
O=C(NCCN1CCNC1=O)C1CCC(=O)N(Cc2ccccc2F)C1 (stereo not given)	-2.1%	-8.1%	-0.7%	-1.7	1.3%	12.3%	1.0%	-0.2%	5.3%	2.5%	/
CCOc1ccc(S(=O)(=O)NCc2cccs2)cc1	-1.5%	-5.1%	-6.5%	-2.2	-0.2%	-0.3%	-1.7%	-1.0%	0.7%	0.8%	-0.8%
Cc1c(C2OC(=O)C3(CCCCC3)C(=O)C2(C)C)c(=O)n(-c2ccccc2)n1C (stereo not given)	-0.3%	-3.2%	-2.6%	-1.7	0.7%	-0.7%	8.4%	-4.0%	-0.6%	-4.0%	-3.7%
CCOC(=O)c1c(C)[nH]c(C(=O)OCC(=O)N(C)CC(=O)Nc2ccccc2Cl)c1C	9.0%	/	/	-6.5	?	/	-1.5%	/	?	-0.4%	/
CN(C)c1ccc(N/C=C/C(=O)C(F)(F)F)cc1	-12.8%	-6.3%	?	4.5	10.7µM*	-17.8%	-0.7%	?	8.8%	15.6%	28.2µM*
CCN(CC)C(=O)CSc1nc2cc3c(cc2c(=O)n1Cc1ccc2c(c1)OCO2)OCO3	-0.7%	2.3%	-8.2%	4.6	3.6%	6.7%	-4.3%	-4.2%	?	-0.3%	-6.3%
COc1ccc(N2C(=O)CC(N(CCc3ccc(OC)c(OC)c3)C(=S)Nc3ccccc3)C2=O)cc1 (stereo not given)	-19.3%	7.4%	0.794µM*	-23.0	0.3%	?	8.0%	-9.3%	17.1%	-0.3%	?
O=C(COC(=O)Cn1cnc2ccccc21)NCc1ccc(F)cc1	-4.0%	1.3%	12.9%	9.5	-1.3%	-10.4%	-6.5%	-1.8%	-0.6%	-1.1%	-8.7%
O=C(NCc1ccco1)c1cccn2c(=O)c3cc4ccccc4cc3nc12	10.5%	6.0%	11.2µM*	/	-6.0%	?	1.1%	17.7%	-8.0%	23.4%	14.0%
C=CCOC(=O)Nc1ccc(Cl)cc1NC(=O)OCC=C	6.5%	3.8%	0.4%	13.1	-0.9%	-0.6%	0.6%	0.9%	4.6%	-1.1%	30.6%[activator]
O=C(O)c1ccc(N/N=C/C2=C(N3CCOCC3)C(=C\c3ccccc3)/CC2)cc1	2.4%	?	-7.9%	-1.4	?	-1.1%	14.5%	7.1%	?	14.1%	/
O=C(Nc1ccc2c(c1)OCO2)c1cnn2c(C(F)(F)F)cc(-c3ccco3)nc12	6.3%	-17.9%	-1.2%	-9.1	-1.8%	-2.1%	0.9%	-3.7%	?	7.2%	-5.2%
CC(C)C[C@H]1CN=C(Nc2ccccc2)N1CCC(C)c1ccccc1 (stereo not given in full)	-5.1%	/	/	26.4	-0.2%	/	-1.3%	/	-2.3%	-0.5%	/
O=C(C1=NNCC1c1ccccc1)C1OC1c1ccccc1 (stereo not given)	1.1%	1.0%	4.7%	10.7	3.3%	4.6%	2.9%	21.4%	20.7%	-3.7%	/
Nn1c(SCC(=O)Nc2nccs2)nnc1-c1ccccn1	-10.5%	/	/	13.8	1.0%	/	1.6%	/	13.4%	1.9%	/
CCOc1cccc(C2C(C(=O)c3ccc(C)o3)=C(O)C(=O)N2c2nccs2)c1 (stereo not given)	1.4%	22.0%	-9.5%	-0.1	-3.3%	-0.2%	-2.4%	?	0.7%	-1.7%	?
COc1cc(Cl)c(S(=O)(=O)NCc2cccnc2)cc1Cl	-2.6%	10.6%	-5.7%	3.4	-0.6%	27.7%	1.0%	-3.1%	-24.6%	0.7%	0.0%
Nn1c(-c2cccs2)nc2sc3c(c2c1=O)CCCC3	?	-5.3%	?	-13.6	2.39µM*	-9.0%	0.8%	11.2%	?	6.31µM*	4.5%
CC1CCCN(c2ccc(C(=O)NCCc3ccccc3)cn2)C1 (stereo not given)	13.4%	2.6%	-6.0%	-9.6	7.57µM*	1.3%	3.16µM*	4.4%	?	2.51µM*	1.8%
CCOC(=O)CC1C(=O)NCCN1S(=O)(=O)c1cc(Cl)c(Cl)cc1Cl (stereo not given)	2.8%	6.7%	-1.9%	15.5	6.8%	-25.4%	-4.5%	-18.0%	-1.3%	-2.4%	9.1%
CN1c2ccccc2C(C)(C)[C@]12C=Cc1cc(O)ccc1O2	-0.3%	1.5%	15.8µM*	-22.8	-12.3%	-129.8%	1.4%	7.1%	-8.5%	4.1%	/
O=C(CCN1C(=O)/C(=C\C=C\c2ccccc2)SC1=S)Nc1cccc(C(=O)O)c1	-3.0%	5.7%	?	-10.4	0.953µM*	-21.5%	3.16µM*	10.0%	?	?	?
O=C(Cc1ccc(-c2ccccc2)cc1)N1CCOCC1	3.2%	-4.6%	1.4%	-5.0	2.0%[2.3 µM]	18.7%	-1.9%	3.3%	1.8%	19.7%	-14.7%
Cc1ccc2nc(-c3ccccc3)nc(SC(C)C(=O)NCc3cccs3)c2c1 (stereo not given)	-0.9%	-2.2%	-15.8%	/	2.6%	5.5%	0.8%	-2.7%	-3.7%	-1.3%	-18.0%
COc1cccc(NC(=O)CN(C)C(=O)CC(C)c2ccccc2)c1 (stereo not given)	1.5%	18.5%	-1.6%	2.6	-1.1%	-2.1%	-2.8%	-5.5%	-6.3%	0.6%	/
Cc1ccc(C)c(SCC(=O)NNC(=O)c2ccccc2)c1	-2.3%	-0.6%	-3.2%	-5.6	-2.9%	-26.1%	1.3%	-2.3%	4.9%	-0.2%	-3.0%
CC(C)C(NC(=O)c1ccc(F)cc1)C(=O)N1CCN(C(=O)c2ccco2)CC1 (stereo not given)	-0.8%	/	/	3.6	-1.2%	/	-2.6%	/	11.1%	0.2%	/
C1COCCNCCOCCOCCOCCN1	-9.5%	-1.2%	-8.0%	-7.0	2.6%	-5.0%	-1.0%	7.6%[11.5 µM]	0.7%	0.5%	-2.1%

Source: PubChem BioAssay
